CHRM1 antagonist – human M1 muscarinic receptor antagonists, primary screen, CHO-K1 cells, Fluo-8 calcium fluorescence, 1536-well; CHO-K1 hM1, ACh EC80 antagonist; 360,000 compounds, 1.3% hits; Muscarinic acetylcholine receptor M1 (Homo sapiens), P11229; inhibition, % at 3 µM;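 active means percent inhibition above its own plate's cutoff, namely the mean of that plate's compound wells plus 3 SD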;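 further: peak over basal fluorescence ratio during 140 s after agonist addition; 0% = ACh EC80 plus DMSO and 100% = DMSO alone without agonist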
CHO-K1 Ca antag – counter-screen for M1 antagonists: effect in parental CHO-K1 cells; ATP-induced calcium, Fluo-8 fluorescence; inhibition, % at 3 µM; 360,000 compounds, 0.6% hits; AID 602250;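 active means inhibition above a per-plate cutoff, the plate's mean sample inhibition plus 3 SD, cut at about 24% in these data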;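 further: 0% = DMSO plus EC80 ATP and 100% = DMSO alone without ATP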
OXTR potentiator – human OXTR potentiators, primary screen, fluorescence, CHO-OTR cells, Fluo-8 calcium. Fluo-8 calcium fluorescence, potentiator mode; 0% = oxytocin EC15, 100% = EC100. activation, % at 3 µM. AID 2445, 2010. 320,000 compounds, 0.061% hits;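 active means activation above that plate's cutoff, the mean activation of tested compounds plus 3 SD, cut at about 6.6% in these data, passing the limit was not always enough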;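 further: 100% uses oxytocin at 75 nM as the full agonist control; some results filed as inactive read as strong as hits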
Target sequence (P30559 whole entry, looked up): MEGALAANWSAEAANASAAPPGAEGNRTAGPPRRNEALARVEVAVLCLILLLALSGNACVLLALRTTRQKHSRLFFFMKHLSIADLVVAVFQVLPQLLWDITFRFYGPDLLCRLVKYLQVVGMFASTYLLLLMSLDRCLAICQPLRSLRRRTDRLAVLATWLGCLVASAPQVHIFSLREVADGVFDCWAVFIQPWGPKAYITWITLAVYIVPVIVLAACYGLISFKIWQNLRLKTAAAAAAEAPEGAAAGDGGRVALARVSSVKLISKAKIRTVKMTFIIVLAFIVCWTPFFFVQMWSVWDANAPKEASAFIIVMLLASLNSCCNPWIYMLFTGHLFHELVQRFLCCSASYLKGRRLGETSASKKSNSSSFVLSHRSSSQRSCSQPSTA
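Measured by – Fluo-8 calcium dye fluorescence · Test system – human OTR in CHO cells · Dosing – one concentration, 3.0 µM compound · Controls – EC15 oxytocin alone as 0%, 75 nM oxytocin as 100% · Evaluation – normalized max/min fluorescence ratio, % activation · Timing – 6 min pre-incubation, 100 s read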
TAAR1 ag – human TAAR1 agonists, primary screen, Fluo-8 calcium fluorescence, CHO RD-HGA16 cells; Trace amine-associated receptor 1 (Homo sapiens), Q96RJ0; AID 624467, 2012; 360,000 compounds, 0.99% hits; vehicle wells 0%, saturating PEA agonist 100%; activation, % at 3 µM;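 active means activation above the mean activation of all test compounds in the run plus 3 SD, cut at about 38% in these data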
Target sequence (Q96RJ0 whole entry, looked up): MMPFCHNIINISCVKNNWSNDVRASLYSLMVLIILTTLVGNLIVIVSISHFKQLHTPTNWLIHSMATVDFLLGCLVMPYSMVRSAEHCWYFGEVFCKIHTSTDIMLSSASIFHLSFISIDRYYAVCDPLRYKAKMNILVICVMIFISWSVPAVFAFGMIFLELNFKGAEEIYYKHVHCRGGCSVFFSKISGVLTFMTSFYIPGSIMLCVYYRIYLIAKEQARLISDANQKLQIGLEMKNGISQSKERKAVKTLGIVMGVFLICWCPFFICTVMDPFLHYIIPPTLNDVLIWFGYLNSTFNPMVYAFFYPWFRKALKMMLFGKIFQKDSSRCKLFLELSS
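Benchmarks: low control DMSO, high control PEA (EC100); System: CHO RD-HGA16 cells carrying human TAAR1 plus Gα16; Detection: Fluo-8 fluorescence, 5 s baseline then 140 s kinetic read; Schedule: 17-24 h plating, Fluo-8 75 min 37 °C, 30 min RT; Read-out basis: % activation from peak over basal fluorescence ratio, DMSO-to-PEA scaled.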
TAAR1 antagonist – human TAAR1 antagonists, primary screen, Fluo-8 calcium fluorescence, CHO RD-HGA16 cells; antagonist; Trace amine-associated receptor 1 (Homo sapiens), Q96RJ0; 360,000 compounds, 1.5% hits; AID 624466, 2012; inhibition, % at 3 µM;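 active means inhibition above a per-plate cutoff, the mean inhibition of test compounds on that plate plus 3 SD, cut at about 49% in these data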;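 further: 0% = DMSO plus EC80 beta-PEA response and 100% = DMSO alone without agonist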
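Test system – hTAAR1-expressing CHO RD-HGA16 cells, Gα16-coupled · Reagent – β-PEA at EC80 concentration, post-compound challenge · Compound dosing – 3 µM, single point · Timing – 140 s kinetic read after compound, 140 s after agonist · Detection – Fluo-8 intracellular calcium dye fluorescence, real-time kinetic reads · Control set – DMSO and EC80 PEA controls · Repeats – n of 1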
CHO parental Ca – ATP-evoked calcium signal inhibitors, parental CHO, primary screen, counter-screen for OX1R antagonist project, cell-based, fluorescence, Fluo-8 calcium dye. inhibition, % at 5.6 µM. parental CHO-K1, ATP-induced calcium, Fluo-8 fluorescence. 330,000 compounds, 0.63% hits. AID 463079, 2010;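 active means inhibition above that plate's mean sample inhibition plus 3 SD, cut at about 26% in these data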;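 further: 0% = ATP-challenged DMSO wells and 100% = DMSO wells without ATP; some compounds past the cut are filed as inactive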
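Test system: untransfected parental CHO cell line. Compound: one dose, 5.6 µM nominal. Detection: intracellular calcium via Fluo-8 no-wash fluorescent dye. Measure: % inhibition. Benchmarks: ATP-challenged DMSO wells low, unchallenged DMSO wells high.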
CHO-K1 Ca ag – counter-screen for M1 agonists: effect in parental CHO-K1 cells | activation, % at 3 µM | AID 602248, 2012 | 360,000 compounds, 0.48% hits | Fluo-8 calcium fluorescence; scaled to maximal ATP response, vehicle zero; in the data active means activation above about 15%;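 further: untransfected CHO-K1 host cells lacking M1 receptor as counterscreen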
CHRM1 agonist – human M1 muscarinic receptor agonists, primary screen, Fluo-8 calcium fluorescence, CHO-K1 cells, HTS; AID 588814, 2011; CHO-K1 hM1, agonist mode; 0% DMSO, 100% acetylcholine EC100; 360,000 compounds, 0.33% hits; Muscarinic acetylcholine receptor M1 (Homo sapiens), P11229; activation, % at 3 µM;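 active means activation above the run's mean compound activation plus 3 SD, cut at about 16% in these data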;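 further: peak over basal fluorescence ratio within a 140 s kinetic read after compound addition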
M1 PAM parental – nonselective calcium activators in parental CHO-K1 cells, primary screen, counter-screen for M1 PAM project, cell-based, Fluo-8 calcium fluorescence, full deck, 1536-well; activation, % at 3 µM; 360,000 compounds, 0.02% hits; AID 602247, 2012; ATP EC20; 0% at ATP EC20, 100% at ATP max;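 active means activation above the run cutoff, the mean activation of all test compounds plus 3 SD, cut at about 40% in these data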;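 further: peak over basal fluorescence ratio in a 140 s read after ATP addition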
Starred values were filed as active, the others as inactive.

Results for CSc1ccc(S(=O)(=O)Nc2ccc(NC(C)=O)cc2)cc1 ?
CHRM1 antagonist: -24; CHO-K1 Ca antag: -4; OXTR potentiator: -16; TAAR1 ag: 13; TAAR1 antagonist: 0; CHO parental Ca: -11; CHO-K1 Ca ag: 2.1; CHRM1 agonist: 1; M1 PAM parental: 22

Results for Cc1ccccc1CSCC(=O)Nc1ccccc1-c1ccccc1 ?
CHRM1 antagonist: 0; CHO-K1 Ca antag: -16; OXTR potentiator: -8; TAAR1 ag: 0; TAAR1 antagonist: 12; CHO parental Ca: -23; CHO-K1 Ca ag: 0.6; CHRM1 agonist: -8; M1 PAM parental: 25

What do the screens show for `Cc1ccc(C)c(OCCn2cc(/C=C(/C#N)C(=O)NCC3CCCO3)c3ccccc32)c1` (stereo not drawn)?
CHRM1 antagonist: 12; CHO-K1 Ca antag: 4; OXTR potentiator: 6; TAAR1 ag: 5; TAAR1 antagonist: 29; CHO parental Ca: 8; CHO-K1 Ca ag: 2.8; CHRM1 agonist: -4; M1 PAM parental: 12

Results for CCOc1ccc(NS(=O)(=O)c2ccc(SC)cc2)cc1 ?
CHRM1 antagonist: 13; CHO-K1 Ca antag: 1; OXTR potentiator: -13; TAAR1 ag: 14; TAAR1 antagonist: 5; CHO parental Ca: -16; CHO-K1 Ca ag: 2.5; CHRM1 agonist: 0; M1 PAM parental: 16

How did COc1ccc(NC(=O)CN(C)C(=O)CCCc2c[nH]c3ccccc23)cc1 do in these assays?
CHRM1 antagonist: -3; CHO-K1 Ca antag: 7; OXTR potentiator: -4; TAAR1 ag: 4; TAAR1 antagonist: 9; CHO parental Ca: -3; CHO-K1 Ca ag: 1.0; CHRM1 agonist: -1; M1 PAM parental: 5

Results for Cc1ccc(C)c(C(O)c2ncc(-c3ccc(C(F)(F)F)cc3)[nH]2)c1 (stereo not drawn) ?
CHRM1 antagonist: 8; CHO-K1 Ca antag: 4; TAAR1 ag: 22; TAAR1 antagonist: 49*; CHO-K1 Ca ag: 0.2; CHRM1 agonist: -1; M1 PAM parental: -6

Results for O=[N+]([O-])c1ccccc1/C=N/n1c(-c2cccnc2)n[nH]c1=S ?
CHRM1 antagonist: 1; CHO-K1 Ca antag: 1; OXTR potentiator: -4; TAAR1 ag: 1; TAAR1 antagonist: -15; CHO parental Ca: -5; CHO-K1 Ca ag: 0.4; CHRM1 agonist: -5; M1 PAM parental: 8

Results for Cc1nnc(C)n1/N=C/c1ccccn1 ?
CHRM1 antagonist: -10; CHO-K1 Ca antag: -1; OXTR potentiator: -3; TAAR1 ag: 6; TAAR1 antagonist: -6; CHO parental Ca: -17; CHO-K1 Ca ag: -0.2; CHRM1 agonist: -2; M1 PAM parental: 6

How did CC(C)C(C)NC(=O)COC(=O)/C=C/c1ccc(S(=O)(=O)N2CCc3ccccc32)cc1 (stereo not drawn) do in these assays?
CHRM1 antagonist: -10; CHO-K1 Ca antag: -4; OXTR potentiator: -7; TAAR1 ag: 2; TAAR1 antagonist: 8; CHO parental Ca: 6; CHO-K1 Ca ag: -0.1; CHRM1 agonist: -3; M1 PAM parental: 12

What do the screens show for `CC(C)C(=O)Nc1ccc(C(=O)Nc2nnc(C(C)C)s2)cc1`?
CHRM1 antagonist: -2; CHO-K1 Ca antag: -12; OXTR potentiator: -13; TAAR1 ag: 9; TAAR1 antagonist: -3; CHO parental Ca: -25; CHO-K1 Ca ag: 8.4; CHRM1 agonist: -4; M1 PAM parental: 15

Results for COc1ccc(CCNC(=O)c2cccc(-n3cnnn3)c2)cc1 ?
CHRM1 antagonist: -11; CHO-K1 Ca antag: -2; OXTR potentiator: -9; TAAR1 ag: 1; TAAR1 antagonist: 4; CHO parental Ca: -4; CHO-K1 Ca ag: 0.0; CHRM1 agonist: 4; M1 PAM parental: -12

How did COc1ccccc1CNC(=O)[C@H](NC(=O)C1CCN(C(=O)[C@@H](N)CCSC)CC1)C(C)C do in these assays?
CHRM1 antagonist: -7; CHO-K1 Ca antag: 9; OXTR potentiator: -2; TAAR1 ag: 1; TAAR1 antagonist: -20; CHO parental Ca: -16; CHO-K1 Ca ag: -0.2; CHRM1 agonist: -2; M1 PAM parental: 7

What do the screens show for `Cc1cc2ncn(CCOc3ccccc3)c2cc1C`?
CHRM1 antagonist: 1; CHO-K1 Ca antag: -9; OXTR potentiator: -21; TAAR1 ag: 5; TAAR1 antagonist: 11; CHO parental Ca: -18; CHO-K1 Ca ag: 3.6; CHRM1 agonist: -1; M1 PAM parental: 26

What do the screens show for `COC(=O)c1c(-c2ccc(OC)cc2)sc2ccc(-c3ccc4c(c3)OCO4)cc12`?
CHRM1 antagonist: -16; CHO-K1 Ca antag: -8; OXTR potentiator: -2; TAAR1 ag: 8; TAAR1 antagonist: 32; CHO parental Ca: -5; CHO-K1 Ca ag: 0.7; CHRM1 agonist: 0; M1 PAM parental: 12

How did COc1ccc(NC(C)=O)cc1NC(=O)CSc1nnc(-c2ccccc2)n1N do in these assays?
CHRM1 antagonist: -4; CHO-K1 Ca antag: -16; OXTR potentiator: -7; TAAR1 ag: 2; TAAR1 antagonist: 11; CHO parental Ca: -1; CHO-K1 Ca ag: 0.5; CHRM1 agonist: -1; M1 PAM parental: 19

Results for CCCCCC(=O)N1C[C@H](O)[C@@H](n2cc(-c3ccc(F)cc3)nn2)C[C@@H]1c1ccc(OC)cc1 ?
CHRM1 antagonist: -6; CHO-K1 Ca antag: 3; TAAR1 ag: 2; TAAR1 antagonist: 20; CHO-K1 Ca ag: 0.8; CHRM1 agonist: -5; M1 PAM parental: 6

What do the screens show for `O=C(CSc1nnc(SCC(=O)c2ccco2)s1)c1ccco1`?
CHRM1 antagonist: -13; CHO-K1 Ca antag: -9; OXTR potentiator: -11; TAAR1 ag: 3; TAAR1 antagonist: 0; CHO parental Ca: -4; CHO-K1 Ca ag: 1.8; CHRM1 agonist: -2; M1 PAM parental: 20

Results for CCN(C(=O)c1ccc(Cl)cc1[N+](=O)[O-])c1ccccc1C ?
CHRM1 antagonist: -3; CHO-K1 Ca antag: -12; OXTR potentiator: 0; TAAR1 ag: 7; TAAR1 antagonist: 5; CHO parental Ca: -16; CHO-K1 Ca ag: 0.3; CHRM1 agonist: -13; M1 PAM parental: 14

What do the screens show for `COC(=O)CN(n1cnnc1)S(=O)(=O)c1ccccc1Cl`?
CHRM1 antagonist: -4; CHO-K1 Ca antag: 0; OXTR potentiator: -16; TAAR1 ag: 0; TAAR1 antagonist: -9; CHO parental Ca: 6; CHO-K1 Ca ag: 0.4; CHRM1 agonist: -3; M1 PAM parental: 7

Results for CCc1sc(C(=O)Nc2ccccc2N2CCOCC2)cc1C ?
CHRM1 antagonist: -2; CHO-K1 Ca antag: -15; OXTR potentiator: -6; TAAR1 ag: 17; TAAR1 antagonist: -4; CHO parental Ca: -20; CHO-K1 Ca ag: 0.1; CHRM1 agonist: -4; M1 PAM parental: 18

Results for O=C(Nc1ccccc1F)c1ccc2snnc2c1 ?
CHRM1 antagonist: -5; CHO-K1 Ca antag: -6; OXTR potentiator: 0; TAAR1 ag: -3; TAAR1 antagonist: -17; CHO parental Ca: -9; CHO-K1 Ca ag: 0.2; CHRM1 agonist: 1; M1 PAM parental: 7

How did CCOC(=O)C(NC(=O)Nc1ccc(F)cc1)(OCC)C(F)(F)F (stereo not drawn) do in these assays?
CHRM1 antagonist: -10; CHO-K1 Ca antag: -3; OXTR potentiator: -7; TAAR1 ag: 8; TAAR1 antagonist: -7; CHO parental Ca: -21; CHO-K1 Ca ag: 0.9; CHRM1 agonist: -4; M1 PAM parental: 14

How did CN1CCN(C(=O)c2cc3c(c(-c4cccc(C#CC(C)(C)O)c4)n2)[C@H](CCO)N(S(=O)C(C)(C)C)C3)CC1 (stereo partly drawn) do in these assays?
CHRM1 antagonist: -7; CHO-K1 Ca antag: -4; TAAR1 ag: 1; TAAR1 antagonist: 6; CHO-K1 Ca ag: 0.0; CHRM1 agonist: 0; M1 PAM parental: -5

Results for CCOC(=O)C1CCN(Cc2ccccc2C)CC1 ?
CHRM1 antagonist: -15; CHO-K1 Ca antag: -32; OXTR potentiator: -6; TAAR1 ag: 5; TAAR1 antagonist: -20; CHO parental Ca: 0; CHO-K1 Ca ag: 0.6; CHRM1 agonist: -5; M1 PAM parental: 4

How did OC(c1ccc(F)c(F)c1)c1nc(-c2cccc(F)c2)cs1 (stereo not drawn) do in these assays?
CHRM1 antagonist: -3; CHO-K1 Ca antag: -11; TAAR1 ag: -2; TAAR1 antagonist: 6; CHO-K1 Ca ag: -0.1; CHRM1 agonist: -5; M1 PAM parental: -8

How did CCN(CC1CCCN(CCc2cccc(F)c2)C1)C(=O)c1cc(C)oc1C (stereo not drawn) do in these assays?
CHRM1 antagonist: 43*; CHO-K1 Ca antag: -6; OXTR potentiator: -5; TAAR1 ag: -1; TAAR1 antagonist: -13; CHO parental Ca: -42; CHO-K1 Ca ag: -0.4; CHRM1 agonist: -5; M1 PAM parental: 12

How did O=c1c2c(ncn1Cc1ccccc1)nc1n2CCC1 do in these assays?
CHRM1 antagonist: -10; CHO-K1 Ca antag: -9; OXTR potentiator: -10; TAAR1 ag: 9; TAAR1 antagonist: -10; CHO parental Ca: 8; CHO-K1 Ca ag: 0.2; CHRM1 agonist: -5; M1 PAM parental: 18

Results for Cc1ccc(-c2cc(=O)c3ccc(Cl)cc3[nH]2)cc1 ?
CHRM1 antagonist: 5; CHO-K1 Ca antag: -12; OXTR potentiator: 0; TAAR1 ag: 4; TAAR1 antagonist: 4; CHO parental Ca: 3; CHO-K1 Ca ag: 0.5; CHRM1 agonist: -4; M1 PAM parental: 14

Results for COc1cccc(-n2nnc3c(=O)n(Cc4ccc(F)cc4)cnc32)c1 ?
CHRM1 antagonist: -12; CHO-K1 Ca antag: -26; OXTR potentiator: -6; TAAR1 ag: 21; TAAR1 antagonist: 3; CHO parental Ca: -15; CHO-K1 Ca ag: 0.5; CHRM1 agonist: -6; M1 PAM parental: 14

Bioassay records as filed in PubChem.
